# UPR CHOP act: activators of apoptotic arm of unfolded protein response (CHOP); CHO-CHOP luciferase reporter, UPR activation, luminescence; percent of tunicamycin response over DMSO baseline; activation, % at 10 µM; hit rate 0.34% among 330,000; AID 449763;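 active = at 10 µM dose, activation of 40% or more, normalized to positive control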;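 also: 100% = tunicamycin at 10 µg/mL and 0% = DMSO alone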
#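 System: CHO-CHOP luciferase reporter cell line | Buffer or medium: F12 medium containing 10% fetal bovine serum | Doses: One dose, 10 µM in 0.5% DMSO | Times: 6 h compound exposure at 37 °C after overnight seeding | Signal: Luciferase luminescence | Read-out: % activation vs tunicamycin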
# UPR XBP1 act: activators of adaptive arm of unfolded protein response (XBP1); CHO-XBP1 luciferase reporter, IRE1-XBP1 UPR activation, luminescence; percent of tunicamycin response, DMSO as zero; activation, % at 20 µM; hit rate 0.33% among 330,000; AID 463104;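 active = versus positive control, 20 µM dose yields 30% or more activation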;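 also: 100% = tunicamycin at 10 µg/mL and 0% = DMSO only wells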
#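 Material: CHO-XBP1 cells stably carrying IRE1-XBP1-driven luciferase reporter / Amount: 1000 cells per well / Compound: 20 µM, 1% DMSO / Times: 6 h treatment, 37 °C / Detection: luciferase luminescence / Measure: % activation of reporter signal versus tunicamycin and DMSO controls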
# tim10-1 inh: inhibits growth of tim10-1 mutant yeast | S. cerevisiae tim10-1 ts strain growth, BacTiter-Glo, 24 h | inhibition, % at 20 µM | hit rate 2.2% among 330,000 | AID 463190;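 active = inhibition of at least 40%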;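 also: mutant grown at 25 °C; 0% = DMSO wells with yeast and 100% = wells holding no yeast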
# CXCR6 block: inhibitors of human CXCR6 receptor; CHO-K1 PathHunter CXCR6 beta-arrestin, luminescence; inhibition, % at 20 µM; hit rate 0.36% among 360,000; AID 602244; in the data active = inhibition above about 34%, passing the limit was not always enough;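 also: antagonist mode with CXCL16 agonist at 10 nM final; 0% = 10 nM CXCL16 with DMSO and 100% = unstimulated wells without agonist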
# Target sequence (O00574 whole entry, looked up): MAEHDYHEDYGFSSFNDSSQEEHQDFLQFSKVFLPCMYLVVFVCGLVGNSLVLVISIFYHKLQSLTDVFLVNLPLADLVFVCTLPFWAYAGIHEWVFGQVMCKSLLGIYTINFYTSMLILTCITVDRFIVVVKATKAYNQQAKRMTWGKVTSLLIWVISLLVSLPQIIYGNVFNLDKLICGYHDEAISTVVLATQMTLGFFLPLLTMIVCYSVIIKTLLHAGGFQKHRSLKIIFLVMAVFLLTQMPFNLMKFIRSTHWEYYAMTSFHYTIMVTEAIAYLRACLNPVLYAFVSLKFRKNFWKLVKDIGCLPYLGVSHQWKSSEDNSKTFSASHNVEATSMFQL
# TIM10 inh: growth inhibitors of TIM10 yeast strain. S. cerevisiae TIM10 strain growth, BacTiter-Glo luminescence, 24 h. inhibition, % at 10 µM. hit rate 1.4% among 330,000;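 active = inhibition of 40% or more at the single tested concentration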;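 also: wild-type TIM10 isogenic control strain grown at permissive 25 °C; 0% = DMSO yeast wells and 100% = minimal medium wells without yeast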
# APJ antagonist: antagonists of human APJ apelin receptor | AID 2521 | inhibition, % at 20 µM | CHO-K1 APJ beta-arrestin complementation, luminescence | hit rate 0.32% among 330,000;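 active = inhibition above about 40% at 20 µM, limit read from the data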;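 also: cells challenged with 10 nM apelin-13 agonist together with compound; plate controls were apelin-13 plus DMSO wells for no effect and DMSO wells lacking apelin-13 for full effect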
# Target sequence (P35414 whole entry, looked up): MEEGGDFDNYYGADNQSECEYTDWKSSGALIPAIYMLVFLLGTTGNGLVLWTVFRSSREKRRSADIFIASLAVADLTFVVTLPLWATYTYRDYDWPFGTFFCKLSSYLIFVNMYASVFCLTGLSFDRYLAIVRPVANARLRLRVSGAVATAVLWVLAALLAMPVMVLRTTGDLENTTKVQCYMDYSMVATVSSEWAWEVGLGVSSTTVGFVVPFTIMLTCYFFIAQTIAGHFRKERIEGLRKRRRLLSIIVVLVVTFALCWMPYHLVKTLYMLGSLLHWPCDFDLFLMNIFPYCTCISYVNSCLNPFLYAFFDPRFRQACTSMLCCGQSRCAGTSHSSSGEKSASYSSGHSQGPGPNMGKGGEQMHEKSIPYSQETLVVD
# tim23-1 inh: inhibits growth of tim23-1 mutant yeast; S. cerevisiae tim23-1 growth, BacTiter-Glo luminescence, 24 h; inhibition, % at 20 µM; hit rate 1.3% among 330,000; AID 463212;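 active = growth inhibition of the mutant yeast at or above 50%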;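 also: temperature-sensitive mutant grown at 25 °C; plate controls were DMSO-treated mutant yeast for no effect and medium wells lacking yeast for full effect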
# Mdm2-MdmX inh: human Mdm2/MdmX binding inhibition; O15151+Q00987; SaOS-2 split-luciferase Mdm2/MdmX complementation, luminescence; inhibition, % at 8 µM; hit rate 3% among 330,000; AID 485346;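 active = inhibition of at least 50% at 8 µM in the primary screen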
# APJ ag: agonists of human APJ apelin receptor; P35414; CHO-K1 APJ PathHunter beta-arrestin, luminescence; 0% DMSO wells, 100% apelin; activation, % at 20 µM; hit rate 0.11% among 330,000; AID 2520;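 active = activation more than six SD over the plate average, tested at 20 µM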;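 also: 0% = DMSO alone and 100% = apelin-13 at 10 nM; some results filed as inactive read as strong as hits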
#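 Assay system – PathHunter CHO-K1 APJ (AGTRL-1) beta-arrestin reporter cells · Compound – one dose, 20 µM compound, 1% DMSO · Timing – compound 90 min 25 °C, reagent 1 h · Measured by – luminescence from split beta-galactosidase complementation, Galacton Star/Emerald II substrate · Measure – beta-arrestin recruitment to APJ as agonist activity, luminescent signal · Benchmarks – DMSO vs Apelin-13 10 nM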
# * marks the source's active call; other numbers are inactive results; . = no result given.
SMILES,UPR CHOP act,UPR XBP1 act,tim10-1 inh,CXCR6 block,TIM10 inh,APJ antagonist,tim23-1 inh,Mdm2-MdmX inh,APJ ag
CC(=O)Nc1cc(S(=O)(=O)Nc2ccccc2)c(C)cc1C,2.8,-2,5,-7,6,0,6,7,-4
O=C(NCCCN1CCOCC1)c1cc(-c2ccc(Cl)cc2)on1,-1.6,-1,-15,-6,-14,-8,-8,3,-4
COc1ccc(NC(C)=O)cc1NC(C)C(=O)Nc1ccc(F)cc1 (stereo not drawn),-1.4,-2,-9,3,10,3,6,10,-3
COc1cc2ccc(=O)oc2cc1O,-1.3,2,10,-19,3,5,10,8,1
COc1cccc(CCNc2ccc(N3C(=O)CC(C)C3=O)cc2[N+](=O)[O-])c1 (stereo not drawn),-0.9,-4,-4,14,0,13,14,-3,-6
Cc1ccc(N(C(C)C(=O)Nc2cc(Cl)ccc2Oc2ccccc2)S(C)(=O)=O)cc1 (stereo not drawn),-2.5,-6,16,9,-10,10,21,31,-6
COc1cccc(CN2CCN(CCCc3ccccc3)C(CCO)C2)c1OC (stereo not drawn),0.3,-2,-4,-3,-3,15,0,17,-1
CC(C)C(=O)Nc1cccc(C(=O)NCCc2ccc(S(N)(=O)=O)cc2)c1,1.7,0,12,-6,-12,20,8,11,-4
O=C(O)c1ccc(F)c(S(=O)(=O)Nc2ccccc2Cl)c1,-3.0,-1,21,-4,21,0,12,-5,-3
O=C(N/N=C/c1cc2ccccc2[nH]1)c1ccccc1Cl,0.1,-1,28,-3,20,-19,29,24,0
O=C(CN1CCN(C(=O)c2ccco2)CC1)Nc1ccc(Br)cc1,0.3,-3,-16,-6,-16,13,6,9,1
CC(C)(C)OC(=O)CNC(=O)c1nc[nH]c1C(=O)N1CCNCC1,1.2,-1,-14,7,-4,14,2,-7,4
O=C(NCCCN1CCOCC1)c1ccc(S(=O)(=O)N2CCOCC2)cc1,-0.3,0,9,3,16,14,12,8,0
COc1ccc(/C=C(/NC(=O)c2cccs2)C(=O)NC(C)(C)C)cc1OC,2.6,0,4,-10,4,14,13,1,-2
CN(C)c1nc2c(c(=O)[nH]c(=O)n2C)n1CCCc1ccccc1,-0.5,-3,8,2,2,10,-3,14,1
CCC1=NC(c2ccccc2Cl)N(O)C1(C)C (stereo not drawn),-2.2,1,20,4,2,30,-1,13,-6
O=C(COC(=O)Cc1n[nH]c(=O)c2ccccc12)Nc1ccc(Cl)cc1F,-1.6,-3,7,2,9,17,5,22,-3
O=C1CC(/C=C/c2ccc(Cl)cc2)=Nc2ccccc2N1,4.7,8,26,0,10,1,41,26,-3
O=C(NC1CCCC1)C(c1ccc(F)cc1)N(Cc1ccc(F)cc1)C(=O)c1ccn[nH]1 (stereo not drawn),-0.2,-3,17,4,21,20,26,-12,3
O=C(N/N=C1\C2CN3CCN(C2)CC1(c1ccccc1)C3)Nc1ccccc1,-0.8,-1,5,-14,1,7,0,9,-2
CN(C)S(=O)(=O)Nc1cc(F)cc(F)c1,-1.2,-3,4,-4,-8,-12,10,8,-1
CCn1c(=O)c2sccc2n(CC(=O)NCCC2=CCCCC2)c1=O,-0.8,-5,-17,6,9,5,12,29,-1
Cc1cc(C)n(CCC(=O)N2CCN(S(=O)(=O)c3ccccc3)CC2)n1,0.4,0,-3,10,-3,14,7,10,2
O=C(O)CC1(CC(=O)NCc2cccc(Cl)c2)CCCCC1,-0.8,0,4,-12,-3,-3,0,-6,-2
CCCCN(C(=O)Nc1ccccc1)C1CCS(=O)(=O)C1 (stereo not drawn),-3.3,-1,-5,-2,5,7,-10,17,-3
CCn1cc(C(=O)O)c(=O)c2cc(F)c(N3CCN(S(=O)(=O)c4ccc(NC(=O)OC)cc4)CC3)cc21,0.9,-1,7,-3,-15,-2,-13,6,1
O=C(Cc1cccc2ccccc12)Nc1nc(-c2cccc([N+](=O)[O-])c2)cs1,-0.3,-3,1,10,11,10,7,18,-3
CNC(=O)c1[nH]cnc1C(=O)Nc1ccccc1,1.5,2,13,-6,7,16,18,3,-1
COc1ccc(/C(O)=C2\C(=O)C(=O)N(CCN(C)C)C2c2cccc(OC)c2OC)cc1 (stereo not drawn),0.6,-1,6,-3,6,-2,0,11,-3
Cn1c(=O)cc(SCC(=O)N2CCN(Cc3ccc4c(c3)OCO4)CC2)c2ccccc21,-1.9,0,14,-7,-1,7,-12,23,-3
CCOc1ccc(NC(=O)CSc2nc3ccccc3c(=O)n2CCCC(=O)NCCCN2CCCC2=O)cc1,0.2,-2,11,2,1,-9,14,-6,-3
CCC(C)(C)NC(=O)CN(Cc1cccs1)C(=O)CNS(=O)(=O)c1ccc(C)cc1,-0.1,-3,2,5,18,-12,14,-24,1
O=C(NCc1cccnc1)/C(=C/c1ccc([N+](=O)[O-])cc1)NC(=O)c1ccccc1,-0.1,-5,9,-4,-3,-16,-7,4,-1
O=C(NNS(=O)(=O)c1ccc(F)cc1)c1ccccc1O,-0.2,-6,-9,-8,3,3,2,19,3
COc1ccccc1C(=O)COC(=O)C(CCSC)NC(=O)COc1ccccc1 (stereo not drawn),3.1,-2,16,3,5,19,27,17,-7
COc1cc(OC)cc(C(=O)N2CCN(S(C)(=O)=O)CC2)c1,-0.7,0,8,0,-8,2,4,-3,-4
Cc1nc(COC(=O)c2ccc(CO)cc2)cs1,1.0,-1,13,-8,4,-7,23,-5,4
Cc1nn(Cc2ccc(Cl)cc2)c(C)c1NC(=O)CSc1nc2c(c(C(F)(F)F)n1)CCc1ccccc1-2,-0.3,-4,14,-4,8,-40,25,8,13
O=C(CCCCCNC(=O)N1CCn2c1nc1ccccc12)NCc1ccc(F)cc1,1.8,1,15,2,0,18,0,13,1
CCCCP(=O)(CCCC)Cc1ccccc1,0.1,-1,1,5,2,10,-13,-11,-2
c1ccc(-n2nnc3ccccc32)cc1,0.3,-5,-16,-3,-4,6,9,-20,-1
NS(=O)(=O)c1ccc(O)c(NC(=O)c2ccc([N+](=O)[O-])o2)c1,1.5,0,-4,-14,9,-42,7,2,5
COc1ccc(OC)c(NS(=O)(=O)c2ccc(-c3coc(C)n3)cc2)c1,1.6,-5,40,2,12,-18,33,15,-1
Cc1ccnc2nc(C(=O)OCC(=O)NC3CCCC(C)C3C)nn12 (stereo not drawn),2.9,0,0,-1,2,11,-4,-22,3
Cc1ccc(-c2nnn(CC(=O)N(CC(=O)NC3CCCCC3)c3ccccc3F)n2)o1,0.6,1,2,7,4,-16,13,-4,1
CCOc1ccccc1CN1CCN(Cc2[nH]c3ccccc3c2C)CC1CCO (stereo not drawn),-1.4,0,8,3,5,6,24,10,-5
COc1ccc(S(=O)(=O)N2CCOC2CNC(=O)C(=O)NCc2ccco2)cc1 (stereo not drawn),-0.8,-1,1,-4,10,-2,25,-30,-5
Cc1cc(C)cc(NC(=O)CSCc2cc(=O)n3ccsc3n2)c1,0.8,-1,2,2,-4,14,-1,-21,-4
COc1ccc(CN2C(=O)c3cccnc3C2=O)cc1S(=O)(=O)N1CCOc2ccc(Cl)cc21,-1.7,-2,-27,1,-11,-2,16,16,0
O=C(NCc1cccc(Cl)c1)C1CCCN(c2ncnc3c2nc2n3CCCCC2)C1 (stereo not drawn),4.1,-3,25,7,14,8,16,13,-4

# The results go on.
SMILES,UPR CHOP act,UPR XBP1 act,tim10-1 inh,CXCR6 block,TIM10 inh,APJ antagonist,tim23-1 inh,Mdm2-MdmX inh,APJ ag
CCCCn1c(N)c(N(CCOC)C(=O)c2c(CC)noc2C)c(=O)[nH]c1=O,-0.4,0,12,-2,0,39,10,7,-4
COc1ccc(S(=O)(=O)N2CCCC2CNC(=O)C(=O)NCc2ccccc2Cl)cc1 (stereo not drawn),-0.7,-3,17,1,7,10,16,23,9
CCCCCCCn1c2c(c(=N)c3ccccc31)CCC2,11,10,8,4,14,10,4,89*,-2
Cc1ccc(Nc2[nH]c(=O)c3ccccc3c2C(=O)c2ccccc2)cc1,2.3,2,6,.,7,13,14,-4,6
CCCNc1nc(=S)n(-c2ccccc2)c(C)c1C(C)=O,1.6,-1,2,1,8,14,2,-27,-1
CC(Sc1nc(NCc2ccccc2)nc(N(C)C)n1)C(=O)Nc1ccccc1 (stereo not drawn),2.1,1,34,-13,30,-6,36,-6,2

# Compounds listed so far with fluorine (10):
SMILES,UPR CHOP act,UPR XBP1 act,tim10-1 inh,CXCR6 block,TIM10 inh,APJ antagonist,tim23-1 inh,Mdm2-MdmX inh,APJ ag
COc1ccc(NC(C)=O)cc1NC(C)C(=O)Nc1ccc(F)cc1 (stereo not drawn),-1.4,-2,-9,3,10,3,6,10,-3
O=C(O)c1ccc(F)c(S(=O)(=O)Nc2ccccc2Cl)c1,-3.0,-1,21,-4,21,0,12,-5,-3
O=C(COC(=O)Cc1n[nH]c(=O)c2ccccc12)Nc1ccc(Cl)cc1F,-1.6,-3,7,2,9,17,5,22,-3
O=C(NC1CCCC1)C(c1ccc(F)cc1)N(Cc1ccc(F)cc1)C(=O)c1ccn[nH]1 (stereo not drawn),-0.2,-3,17,4,21,20,26,-12,3
CN(C)S(=O)(=O)Nc1cc(F)cc(F)c1,-1.2,-3,4,-4,-8,-12,10,8,-1
CCn1cc(C(=O)O)c(=O)c2cc(F)c(N3CCN(S(=O)(=O)c4ccc(NC(=O)OC)cc4)CC3)cc21,0.9,-1,7,-3,-15,-2,-13,6,1
O=C(NNS(=O)(=O)c1ccc(F)cc1)c1ccccc1O,-0.2,-6,-9,-8,3,3,2,19,3
Cc1nn(Cc2ccc(Cl)cc2)c(C)c1NC(=O)CSc1nc2c(c(C(F)(F)F)n1)CCc1ccccc1-2,-0.3,-4,14,-4,8,-40,25,8,13
O=C(CCCCCNC(=O)N1CCn2c1nc1ccccc12)NCc1ccc(F)cc1,1.8,1,15,2,0,18,0,13,1
Cc1ccc(-c2nnn(CC(=O)N(CC(=O)NC3CCCCC3)c3ccccc3F)n2)o1,0.6,1,2,7,4,-16,13,-4,1

# Not all compounds are listed. The share of hits here may be higher or lower than overall.
